Source: PubChem
ALOX12 inh: ALOX12 (human) lipoxygenase inhibition; purified 12hLO, xylenol orange hydroperoxide absorbance; P18054; hit rate 1.1% among 580,000; Potency, µM (top dose mostly 108 µM), for inactives: at the highest dose activity change, negative = inhibition, most hits filed as inhibitors; active = well fitted inhibition curve with a large enough effect; inconclusive = small, poorly fitted or top-dose-only effect, or another doubt; inactive = no such curve, though single readings can be large or run the other way
Target sequence (P18054 whole entry, looked up): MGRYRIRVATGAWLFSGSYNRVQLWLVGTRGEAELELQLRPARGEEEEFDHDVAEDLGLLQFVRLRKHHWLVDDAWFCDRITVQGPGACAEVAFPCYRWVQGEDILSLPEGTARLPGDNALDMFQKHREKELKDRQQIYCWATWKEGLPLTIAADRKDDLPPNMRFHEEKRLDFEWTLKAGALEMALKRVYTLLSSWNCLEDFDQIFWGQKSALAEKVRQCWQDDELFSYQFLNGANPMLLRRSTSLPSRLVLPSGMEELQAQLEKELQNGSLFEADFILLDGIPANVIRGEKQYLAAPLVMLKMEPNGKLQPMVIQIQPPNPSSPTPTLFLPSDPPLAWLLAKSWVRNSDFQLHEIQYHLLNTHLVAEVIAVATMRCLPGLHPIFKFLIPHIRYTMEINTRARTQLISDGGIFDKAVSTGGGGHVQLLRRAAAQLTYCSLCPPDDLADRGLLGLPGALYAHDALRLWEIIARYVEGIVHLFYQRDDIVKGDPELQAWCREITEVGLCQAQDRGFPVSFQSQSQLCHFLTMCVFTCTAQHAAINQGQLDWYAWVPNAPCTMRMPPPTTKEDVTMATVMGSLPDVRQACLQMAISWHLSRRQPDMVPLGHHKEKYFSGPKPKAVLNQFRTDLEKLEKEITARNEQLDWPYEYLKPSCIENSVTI
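Purified human 12hLO (150 nM final) in 25 mM Hepes, 0.01% Triton X-100, pH 7.0 was preincubated 15 min at room temperature with compound. Then 40 uM arachidonic acid was added, 30 min. Hydroperoxide was read by Fe-XO absorbance ratio 573/405 nm.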
An asterisk follows results filed as active; u = inconclusive; [ ] = dose if it differs, or a comment. % is set by controls: 0 for no effect and ±100 for the full control effect; potency is the fitted concentration of half-maximal effect.

nr | structure | ALOX12 inh
1 | Cc1cccc(Cc2cnc(NC(=O)CCc3nnc(-c4ccsc4)o3)s2)c1Cl | u
2 | CNS(=O)(=O)c1ccc(Oc2ccc3c(C)cc(=O)oc3c2)c([N+](=O)[O-])c1 | 18%
3 | CCN1C(=O)CCN(C(=O)Nc2ccc(C)c(C)c2)CC12CCOCC2 | 22%
4 | COc1ccc(-c2nc(C3CC(=O)N(c4ccc(OC)c(OC)c4)C3)no2)cc1F (stereo unspecified) | 26%
5 | CC(C(=O)N1CCCC1)N1C(=O)COc2ccc(C(=O)COc3ccc(Cl)cc3)cc21 (stereo unspecified) | 12%
6 | CCOc1ccc(CN(C)S(=O)(=O)c2cnn(C)c2)cc1OC | 1%
7 | COCCC1(NC(=O)c2ccccc2)CCN(Cc2ccc(F)cc2F)CC1 | u
8 | CN1CC(=O)N(C2CCCNCC2)Cc2c1ncnc2N1CCC(N2CCOCC2)CC1 (stereo unspecified) | 6%[6.33 µM]
9 | O=C(NCc1nc(-c2cccs2)no1)c1ccc2c(c1)OCCO2 | -1%
10 | N/C(=N/O)c1cccc(CN2CCOCC2)c1 | -9%
11 | Cc1ccnc(-n2c(SCC(=O)N3CCCC3=O)nc3ccccc3c2=O)c1 | u
12 | CCOc1ccc(C(=O)Nc2cc(C(F)(F)F)ccc2Cl)cc1Cl | -3%
13 | COc1cc(CN2CCC(C)(NC(C)=O)CC2)cc(-c2c(C)noc2C)c1 | -13%[176 µM]
14 | CCNC(=O)[C@@H]1C[C@H](NC(=O)c2oc(C)nc2C)CN1C1CCOCC1 | 104%[activator]
15 | COc1c2c(cc3c1C(NC(N)=O)[N+](C)(C)CC3)OCO2 (stereo unspecified) | -4%
16 | COCCOc1ccnc(-c2noc([C@@H]3CCCN3Cc3cccc(OC(F)(F)F)c3)n2)c1 | 57%[activator]
17 | Cc1ccc(C(=O)C(C#N)C(=O)Nc2ccccc2C)s1 (stereo unspecified) | -10%
18 | CSc1cccc(NC(=O)c2ccc3c(c2)N(C)C2CCCCN2C3=O)c1 (stereo unspecified) | -10%
19 | N#Cc1cnc2ccccc2c1N1CCCCCC1 | u
20 | Cc1cc(C)c(NC(=O)CCc2c[nH]c3ccccc23)c(C)c1 | 4%
21 | O=C1NC(C(=O)NCc2cccnc2)Cn2cccc21 (stereo unspecified) | 2%
22 | Cc1oc(-c2nc(C#N)c(NCCN(C)C)o2)cc1S(=O)(=O)N1CCCCC1 | 2%
23 | CCc1noc(-c2cn(C3CCN(C(=O)Cc4ccc(C)cc4)CC3)nn2)n1 | 5%
24 | Cn1nccc1OCc1cn2c(=O)n(C)cc(-c3ccc(O)c(F)c3)c2n1 | -21%[176 µM]
25 | COC(=O)[C@@]12C[C@@H](CC(=O)N3CCCCC3)C(=O)N(CCc3ccc(OC)c(OC)c3)C1=CCC(C)(C)C2 | 0%
26 | Cc1cc(C(=O)NCCc2csc(-c3cccnc3)n2)cc(S(N)(=O)=O)c1C | 76%[activator]
27 | Cn1c(=O)[nH]c(=O)c2c1nc(NCCN1CCOCC1)n2Cc1ccc(F)cc1 | 32%[activator]
28 | CCCCNC(=O)Cc1c(C)nc2nc(N)nn2c1C | 11%
29 | C[C@@H]1CCC2C(C)(C)C3CC21CC[C@@]3(C)O (stereo partly specified) | -14%
30 | CCCC(C)NC(=O)c1cc(=O)[nH]c2ccc(S(=O)(=O)N(CC)CC)cc12 (stereo unspecified) | -1%
31 | O=C(C1CCC1)N1CCNc2cnc(Nc3ccccc3)nc2C1 | 8%[176 µM]
32 | CCCCc1ccc(NC(=O)CN2C(=O)NC3(CCS(=O)(=O)CC3)C2=O)cc1 | 7%
33 | Cc1cc(C)n(CCCN(C)Cc2ccccc2C#N)n1 | 16%
34 | CNC(=O)c1ccc(-c2nc(CN3CCN(C(=O)Nc4cccc(Cl)c4)CC3)c(C)o2)cc1 | 38%[activator]
35 | CNC(=O)[C@@H]1C[C@@H](n2cc(C(C)(C)NC(=O)CC3CCCC3)nn2)CN1 | u
36 | O=C(NCCc1nnc2n1CCN(Cc1ccsc1)CC2)c1ccc(F)cc1 | 2%
37 | Cc1nn(C)c(C)c1CNC(=O)Cn1nc2c(cc1=O)CCCCC2 | 35%[activator]
38 | Cc1cccc(Cn2c(N3CCN(Cc4c(F)cccc4Cl)CC3)nc3c2c(=O)[nH]c(=O)n3C)c1 | u
39 | Cc1nc2cc(OCc3nc(C(=O)N(C)CC4(CO)CCC4)co3)ccc2s1 | 14%
40 | Cc1ccc(C(CNC(=O)c2cc(=O)c3cc(C)c(C)cc3o2)N2CCC(C)CC2)o1 (stereo unspecified) | -20%
41 | Cc1ccc(-n2c(C3CCN(C(=O)c4ccc(C(F)(F)F)cc4)CC3)n[nH]c2=O)cc1 | u
42 | CSc1ccc(/C=C/c2nc(N)nc(-c3ccccc3O)n2)cc1 | 3%
43 | COc1ccc(C(=O)NCc2nnc3c(-c4nc(C)no4)cccn23)cc1 | 83%[activator]
44 | Oc1ccc(Br)cc1C=Nc1ccccc1C(F)(F)F | -5%
45 | c1ccc(OCCCCN2CCC(c3nc4ccccc4s3)CC2)cc1 | 0.89µM*
46 | COc1ccc(C2(C(=O)NCC(=O)N3CCCCCNC(=O)CC3c3ccccc3)CC2)cc1 (stereo unspecified) | 38%[activator]
47 | CN1C(=O)C(CC(=O)N2CC(O)C2)(Cc2ccccc2)c2ccccc21 (stereo unspecified) | -1%
48 | CNC(=O)[C@@H]1CN(C(=O)c2n[nH]c3ccccc23)C[C@H]1c1n[nH]c(C)n1 | 30%
49 | COC(=O)C1=C(c2ccccc2)c2ccccc2S(=O)(=O)N1CC(=O)Nc1ccccc1 | -27%
50 | O=C(NCC(F)(F)F)c1cccnc1Nc1cccc(C(F)(F)F)c1 | -17%
51 | COc1cccc(-c2noc(-c3ccc(N4CCCC(CO)C4)nc3)n2)c1OC (stereo unspecified) | 21%
52 | COc1ccc(CN2CCC(c3nn(Cc4ccccc4)c(=O)[nH]3)CC2)cc1 | 13%
53 | COC(=O)C1(F)C(=O)NC(=O)NC1OC (stereo unspecified) | -5%
54 | CC(C)(CNC(=O)CCc1ncc(-c2ccc(F)cc2)o1)N1CCOCC1 | 1%
55 | CC(C)NC(=O)CC1Sc2ncccc2N(C)C1=O (stereo unspecified) | -8%
56 | COc1ccc(-c2cc(N3CCC(NC(=O)Cc4ccccc4OC)CC3)n[nH]2)cc1 | 41%[activator]
57 | CCc1n[nH]c(CC2CCN(C(=O)Nc3ccc4c(c3)OCCO4)CC2)n1 | 3%
58 | COc1ccc(Oc2c(C)oc3cc(OCC(=O)O)ccc3c2=O)cc1 | u
59 | O=C(c1ccc2c(c1)OCO2)N1CCn2c(nnc2C2CCNCC2)C1 | u
60 | CC(C)c1ccc2c(c1)C1(CC(=O)Nc3c1cnn3Cc1ccccc1Cl)C(=O)N2C (stereo unspecified) | u

New compounds follow:
nr | structure | ALOX12 inh
61 | CCC(C)NC(=O)c1ccccc1NS(=O)(=O)c1cccc(C(=O)O)c1 (stereo unspecified) | 1%
62 | O=C(OCC(=O)c1c[nH]c2ccccc12)c1ccc([N+](=O)[O-])cc1Cl | u
63 | COc1cc(C(C(=O)O)N(C)Cc2c(C)nn(C)c2C)ccc1N (stereo unspecified) | u
64 | O=C(CN1CCN(c2nc(-c3cccs3)nc3ccccc23)CC1)N1CCCC1 | -2%
65 | CC(=O)c1cccc(NS(=O)(=O)c2cc(-c3nc(-c4ccccc4)no3)sc2C)c1 | -2%
66 | O=C1CC(c2ccc(OCc3ccc(F)cc3)cc2)c2cn[nH]c2N1 (stereo unspecified) | 53%[activator]
67 | CCCn1c(C)cc(C(=O)COC(=O)Cn2cnc3c2c(=O)n(C)c(=O)n3C)c1C | u
68 | Cc1c(-c2ccccc2F)[nH]c2ccc(CNC(=O)C3CCNC3)cc12 (stereo unspecified) | 1%
69 | O=C(NCc1ccc(N2CCOCC2)cc1)c1cccc2c1CCN2C(=O)C1CC1 | 9%
70 | O=C(/C=C(\Nc1cccc(F)c1)c1ccccc1)c1ccccc1 | 0%
71 | Cc1cccc(C(=O)N2CC(C(=O)NCCc3ccncc3)C3(CCOCC3)C2)c1 (stereo unspecified) | 1%
72 | Cc1cccc(NC(=O)CC2(C(=O)O)CCCC2)c1C | -6%
73 | CN(C)S(=O)(=O)c1ccc(-c2nc(C#N)c(N3CCCCCC3)o2)cc1 | -11%
74 | COc1ccc(C)cc1B(O)O | 19%
75 | C/C(=N\OC(=O)c1ccc(F)cc1F)c1ccc(F)cc1F | -3%
76 | Cc1ccc(NC(=O)N2c3ccccc3SC2c2ccco2)c(C)c1 (stereo unspecified) | -11%
77 | Cc1cccc(OC[C@H]2C[C@@H](NC(=O)c3cc(C)n(C)n3)[C@H](O)[C@@H]2O)n1 | u
78 | OC[C@@H]1CNC[C@H]1C1CCN(Cc2cccc(Cl)c2)CC1 | 62%[activator]
79 | CC1=C(C)CC(C(=O)N2CCN(CCc3ccccc3)CC2)C(C(=O)O)C1 (stereo unspecified) | u
80 | COCCc1noc(C2Cc3ccccc3N2C(=O)Nc2ccc3c(c2)OCCO3)n1 (stereo unspecified) | 3%
81 | Cc1cccc(OCCOc2ccc3ccc(=O)oc3c2)c1 | u
82 | Cc1ccc(S(=O)(=O)N2CCN(CCNC(=O)COc3ccccc3)CC2)cc1 | u
83 | FC(F)(F)c1ccc(NC(=S)NC2CC2)cc1 | u
84 | COc1cc(CN2CCC(C)(c3noc(C4CCOCC4)n3)CC2)cc(OC)c1 | 18%
85 | Cn1cccc1C(=O)N1CCc2nn(Cc3ccccc3)c(=O)n2CC1 | -3%
86 | Cc1cccc(CC(=O)N2CC(c3nc(CCc4ccccc4)no3)C2)c1 | 49%[activator]
87 | Cc1noc(C)c1CC(=O)N1CCC(c2nc(C3CCOCC3)no2)CC1 | 24%
88 | COc1ccc(-c2nc(NC(=O)c3cc(F)cc(F)c3)n[nH]2)cc1OC | -19%
89 | CCN1CCN(c2ccc(NC(=O)c3cccc(S(=O)(=O)NCc4cccs4)c3)cc2)CC1 | u
90 | O=C(NCc1ccccc1)C(C1CC1)n1c(Cc2cc(F)cc(F)c2)nc2ccccc21 (stereo unspecified) | 0%
91 | O=C(NC1CCCc2c1[nH]c1ccccc21)c1ccccc1 (stereo unspecified) | -4%
92 | CC1=C[C@@H](CNC(=O)CC2(CC(=O)O)CCCC2)[C@H](C(C)C)C[C@H]1Cc1nc2ccc(C)cc2[nH]1 | 29%
93 | CCOC(=O)c1c(-c2ccc(OC)c(OC)c2)csc1NC(=O)CNC(C)(C)CC | 3%
94 | O=C(Nc1cccnc1)c1nc2c(o1)CCN(Cc1ccc3[nH]ccc3c1)CC2 | 3%[176 µM]
95 | O=C(Cc1ccccc1)N1CCCC2(CC(c3cccc(C(F)(F)F)c3)=NO2)C1 (stereo unspecified) | 1%[6.33 µM]
96 | COc1ccccc1N1CCCc2ncc(C(=O)NCc3cccc(Cl)c3)cc21 | 24%[176 µM]
97 | COc1ccc(Cl)cc1C(C)=O | 20%
98 | COCC(=O)N1CCC[C@@]2(CCN(C(=O)Nc3ccccc3)C2)C1 | 1%[57.4 µM]
99 | CN(C)C[C@@H]1CN(Cc2ccccn2)C[C@H]1NC(=O)c1cc(F)ccc1Cl | 113%[activator]
100 | CC(CNC(=O)[C@@H](Cc1ccccc1)NC(=O)[C@H]1O[C@@H](n2cnc3c(=O)[nH]c(N)nc32)[C@H](O)[C@@H]1O)c1ccccc1 (stereo partly specified) | -16%
101 | O=C(CN1C(=O)C(c2ccccc2)=NC12CCCC2)N1CCN(c2ccccc2)CC1 | u
102 | CCS(=O)(=O)N[C@H](Cc1ccccc1)C(=O)N1CCOCCNC(=O)CC1 | 34%[activator]
103 | O=C(NC1CC2CC1C1CCCC21)c1nc(Cl)ccc1Cl (stereo unspecified) | 15%
104 | COC(=O)[C@@H]1Cc2c([nH]c3ccccc23)[C@H]2C[C@@H](NCCO)C[C@@H](c3ccc(F)cc3)N21 | 24%
105 | COc1ccc(CNc2cc(-c3ccccc3OC)ncn2)c(OC)c1 | u
106 | O=C1CC(c2ccccc2)N(C(=O)CNC(=O)NCc2ccc(F)cc2)CCCCCCN1 (stereo unspecified) | -3%
107 | CCOc1ccc(C2Cn3nnc(-c4nc(-c5cccc(Cl)c5)no4)c3CO2)cc1 (stereo unspecified) | 32%[activator]
108 | CCNC(=O)N1C[C@@H]2OCC(=O)N(CCOC)[C@@H]2C1 | 25%[176 µM]
109 | CN[C@@H](CC(C)C)C(=O)N[C@@H]1C=C(C(=O)N[C@@H](Cc2ccc(O)cc2)C(N)=O)C[C@@H](O)[C@@H]1O | 6%
110 | Cc1cccc(CC(=O)N2CCCCC2c2noc(COc3ccc(F)cc3)n2)c1 (stereo unspecified) | 2%
111 | COCCCNC(=O)CCc1cc2ccccc2[nH]c1=O | u
112 | CCCc1nc(SC)ncc1C(=O)NCCc1ccc(Cl)cc1 | u

An excerpt; rates above refer to the full screens.
